# Rtt109 Vps75: blocks Candida albicans Rtt109/Vps75 acetyltransferase activity; purified Rtt109/Vps75, ThioGlo CoA-SH fluorescence, 4 h; inhibition, % at 34.9 µM; actives 0.16% (n = 330,000);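 active = inhibition of at least 50% in every replicate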
# Target sequence (Q5AAJ8 whole entry, looked up): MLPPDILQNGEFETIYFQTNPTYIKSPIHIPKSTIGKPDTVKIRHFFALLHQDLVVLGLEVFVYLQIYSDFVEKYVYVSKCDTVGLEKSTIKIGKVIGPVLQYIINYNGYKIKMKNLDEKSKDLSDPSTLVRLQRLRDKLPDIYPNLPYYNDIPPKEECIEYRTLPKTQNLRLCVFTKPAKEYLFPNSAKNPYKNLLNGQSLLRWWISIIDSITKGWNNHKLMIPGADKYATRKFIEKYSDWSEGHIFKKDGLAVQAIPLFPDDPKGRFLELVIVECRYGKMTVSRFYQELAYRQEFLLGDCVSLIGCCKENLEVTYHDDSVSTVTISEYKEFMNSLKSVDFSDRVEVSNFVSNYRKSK
# Tat export inh: E. coli Tat transport inhibition; AID 488895; inhibition, % at 10 µM; actives 0.036% (n = 340,000); E. coli MC4100 TorA-mCherry Tat export, fluorescence;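 active = mean replicate inhibition at least 50% and at least half of replicates individually reaching 50%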;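 note: exported cargo escapes ClpAP degradation while cytoplasmic cargo is degraded and loses fluorescence; 0% = median of neutral control wells and 100% = median of NaSCN control wells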
# phage Ecoli inh: E. coli growth loss with phage present; growth absorbance; inhibition, % at 11.9 µM; actives 0.26% (n = 360,000); AID 651602; in the data active = inhibition above about 11%
# AddAB inh: less growth of phage-infected E. coli with AddAB; E. coli expressing H. pylori AddAB, absorbance growth; AID 435030; inhibition, % at 11.9 µM; actives 0.29% (n = 330,000); in the data active = inhibition above about 12%;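 note: 0% = vehicle wells of infected cells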
# DAGLB inh: diacylglycerol lipase beta (human) inhibition | actives 0.059% (n = 340,000) | HEK293T DAGLB membrane lysate, EnzChek fluorogenic substrate | inhibition, % at 5.17 µM | Q8NCG7; in the data active = inhibition above about 34%;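 note: 0% = enzyme with vehicle and 100% = wells lacking enzyme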
# Target sequence (Q8NCG7 whole entry, looked up): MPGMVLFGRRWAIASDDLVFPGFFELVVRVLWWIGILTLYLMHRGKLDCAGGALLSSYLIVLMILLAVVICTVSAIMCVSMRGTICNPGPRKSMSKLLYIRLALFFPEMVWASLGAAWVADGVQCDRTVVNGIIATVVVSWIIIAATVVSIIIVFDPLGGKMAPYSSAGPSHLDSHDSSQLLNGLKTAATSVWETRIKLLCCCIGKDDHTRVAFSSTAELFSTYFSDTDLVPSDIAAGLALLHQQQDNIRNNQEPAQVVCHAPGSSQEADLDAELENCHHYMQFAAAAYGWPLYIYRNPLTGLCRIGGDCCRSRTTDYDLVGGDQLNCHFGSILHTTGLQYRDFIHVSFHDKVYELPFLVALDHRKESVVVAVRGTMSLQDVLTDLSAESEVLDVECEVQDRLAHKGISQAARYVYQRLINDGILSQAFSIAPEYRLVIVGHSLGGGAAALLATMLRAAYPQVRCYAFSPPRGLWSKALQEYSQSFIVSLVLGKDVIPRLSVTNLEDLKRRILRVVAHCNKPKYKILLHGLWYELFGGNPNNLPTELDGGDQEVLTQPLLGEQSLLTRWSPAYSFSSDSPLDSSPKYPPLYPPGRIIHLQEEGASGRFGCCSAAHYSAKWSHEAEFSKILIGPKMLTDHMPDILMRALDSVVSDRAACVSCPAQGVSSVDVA
# Wnt act: activators of Wnt/beta-catenin signaling; actives 1.2% (n = 300,000); activation, % at 9.35 µM; Wnt/beta-catenin reporter cell assay, activator, plate reader; in the data active = activation above about 30%, passing the limit was not always enough;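 note: 0% = neutral control wells and 100% = positive control wells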
# PvdQ inh: P. aeruginosa PvdQ acylase inhibition. purified PvdQ acylase, fluorescence plate reader. inhibition, % at 10 µM. actives 0.063% (n = 340,000). AID 488965; in the data active = inhibition above about 30%, passing the limit was not always enough;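 note: 0% = vehicle neutral wells and 100% = reference inhibitor wells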
# PfHsp90 set2: growth inhibition of yeast expressing Plasmodium Hsp90. S. cerevisiae expressing PfHsp90, BacTiter-Glo ATP, 48 h; yeast lacking PDR1 and PDR3 efflux regulators. inhibition, % at 9.4 µM. actives 0.32% (n = 310,000). AID 504621;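 active = every replicate shows inhibition above about 80%, whatever the replicate mean, limit read from the data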;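 note: 0% = DMSO neutral controls and 100% = 20 µM radicicol positive controls; yeast relying on Plasmodium falciparum Hsp90 in place of its own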
# E coli growth: reduces bacterial viability in AddAB counter-screen; E. coli V3065 growth, OD600 absorbance, 18 h; inhibition, % at 11.9 µM; actives 0.27% (n = 330,000); AID 449728;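 active = inhibition above the campaign's mean inhibition across all tested compounds plus 3 SD, cut at about 9.9% in these data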;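 note: uninfected addAB+ strain grown without phage in ampicillin broth; 0% = DMSO wells and 100% = ciprofloxacin 0.95 µg/ml wells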
# CAL PDZ FP: blocks peptide binding to human CAL PDZ domain. Q9HD26. purified CAL PDZ, TMR-peptide fluorescence polarization, 1 h. inhibition, % at 20 µM. actives 0.02% (n = 330,000). AID 504414;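 active = highest replicate inhibition of at least 40%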;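 note: plate controls were DMSO neutral control wells for no effect and unlabeled competitor peptide control wells for full effect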
#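 Test system: tagged CAL PDZ domain / Buffer or medium: sodium phosphate/NaCl buffer pH 7.4 with TCEP, IgG, Thesit / Reagent: TMR-labelled reporter peptide T*-PRC34 bound in PDZ groove / Compound dosing: single point, 20 µM / Schedule: 1 h incubation at room temperature before polarization reading / Technique: fluorescence polarization (mP) / Benchmarks: unlabelled peptide, DMSO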
# The depositor's hits bear a star; · = no result given.
SMILES,Rtt109 Vps75,Tat export inh,phage Ecoli inh,AddAB inh,DAGLB inh,Wnt act,PvdQ inh,PfHsp90 set2,E coli growth,CAL PDZ FP
O=c1c2cc(Cl)cc(Cl)c2nc2n1CCC2,-17,4,1.4,-0.8,-1,-1,-17,7,0.3,16
COc1ccc(S(=O)(=O)Nc2c(C)ccc3nsnc23)cc1OC,-3,2,2.0,4.3,-3,·,2,-9,-2.4,-1.0
Cc1cc(=O)oc2cc(OC(C)C(=O)NCC3CCC(C(=O)O)CC3)ccc12 (stereo not drawn),2,0,2.9,3.9,-1,-2,0,3,1.2,0.3
Cc1ccc(CNC(=O)Cn2cnc3c(OCc4ccccc4)ncnc32)o1,1,-3,2.0,0.5,-3,-2,-3,-5,-0.9,0.3
CCCCCc1ccc(-c2ccc(OC)cc2)nc1,1,5,2.9,1.7,-3,20,-12,27,1.1,0.2
C/C(=N\NC(=O)c1c(Cl)c(C)nn1C)c1cccc(NC(=O)c2cccc(F)c2)c1,11,3,1.5,-1.0,-5,2,9,-9,-0.4,-3.5
COc1ccc(N2C(C(C)=O)=NN(c3ccccc3)C2c2cccs2)cc1 (stereo not drawn),0,2,-1.5,3.8,0,2,-12,-8,2.6,-0.6
CC(=O)N/C(=C\c1ccccc1)C(=O)OCC(=O)c1ccccc1,-2,-3,-0.4,3.8,-2,-2,-11,0,0.6,-1.1
CCOc1ccc(NC(=O)CN(C)C(=O)c2c(C)noc2C)cc1OCC,2,6,1.0,2.4,1,0,-12,14,5.2,-1.5
COc1cccc(CC(=O)OCC(=O)NC(C)c2ccc(F)cc2)c1 (stereo not drawn),7,3,2.7,0.9,0,-3,-3,5,-1.1,1.3
CSc1nnc(NC(=O)C23CC4CC(CC(C4)C2)C3)s1,-1,-6,3.0,1.9,-1,13,-7,-11,-1.4,-0.9
CC(C)OCC(O)CS(=O)(=O)Cc1ccccc1 (stereo not drawn),2,2,1.6,1.5,3,·,-12,0,0.1,-0.5
C/C(=N\NC(=O)c1nnn(-c2nonc2N)c1CN(C)c1ccccc1)c1ccccn1,-1,2,·,-0.4,4,·,-22,-10,-2.8,-2.5
COC(=O)c1cc(NCc2ccccc2F)ccc1N1CCOCC1,8,-6,2.1,2.1,1,·,2,6,-1.7,0.2
NC(=O)Nc1cccc2ccccc12,1,-3,3.1,2.6,-1,8,-7,10,-0.6,1.3

# Reprinted at random: 3 compounds from above, in no set order.
SMILES,Rtt109 Vps75,Tat export inh,phage Ecoli inh,AddAB inh,DAGLB inh,Wnt act,PvdQ inh,PfHsp90 set2,E coli growth,CAL PDZ FP
COc1ccc(N2C(C(C)=O)=NN(c3ccccc3)C2c2cccs2)cc1 (stereo not drawn),0,2,-1.5,3.8,0,2,-12,-8,2.6,-0.6
Cc1ccc(CNC(=O)Cn2cnc3c(OCc4ccccc4)ncnc32)o1,1,-3,2.0,0.5,-3,-2,-3,-5,-0.9,0.3
NC(=O)Nc1cccc2ccccc12,1,-3,3.1,2.6,-1,8,-7,10,-0.6,1.3

# (list continues)
SMILES,Rtt109 Vps75,Tat export inh,phage Ecoli inh,AddAB inh,DAGLB inh,Wnt act,PvdQ inh,PfHsp90 set2,E coli growth,CAL PDZ FP
Cc1ccc(NC(=O)CNC(=O)c2ccco2)nc1,1,-4,1.4,0.6,1,2,-8,15,-0.1,-2.1
COc1ccccc1NCC(=O)N1CCN(S(=O)(=O)c2ccccc2)CC1,-2,1,0.2,-0.6,3,-12,-3,-2,-0.3,-1.3
COc1ccc2c(c1)OC[C@H]1[C@H]2N2C(=O)c3ccccc3NC(=O)[C@@]2(C)[C@H]1c1ccccc1,-9,-20,1.3,-0.1,2,-5,-17,-7,-1.3,-0.6
O=C(/C=C\NCC(=O)c1ccccc1)c1ccccc1,-2,-2,0.5,3.9,0,3,-9,4,2.7,-0.1
CC(C(=O)Nc1ccc2c(c1)OCCO2)N1CCN(C(=O)c2ccco2)CC1 (stereo not drawn),1,12,0.1,3.5,0,·,-19,13,0.7,·
O=C(CC(O)(CC(=O)OCc1ccccc1)C(=O)OCc1ccccc1)OCc1ccccc1,3,30,1.3,·,-7,-2,-18,21,·,-1.1
O=C(CN(Cc1ccccc1)S(=O)(=O)c1ccc2c(c1)OCCO2)Nc1ccc2c(c1)OCCO2,6,-8,2.0,-0.9,-3,5,13,5,-0.2,-0.8
CC(C)Cn1c(N)c(C(=O)COC(=O)c2cc(F)cc(F)c2)c(=O)n(C)c1=O,-1,3,4.8,-1.9,3,-2,4,-3,-1.2,-2.7
O=C(COC(=O)Cc1ccsc1)Nc1cccc(Cl)c1,-3,15,1.9,0.7,-1,1,-16,22,-0.9,-0.7
CC(=O)c1ccc(S(=O)(=O)N2CCN(CC(=O)NC(=O)NC3CCCCC3)CC2)cc1,9,1,1.9,0.1,-5,0,3,-16,-1.2,-0.4
COc1ccc(OC)c(NC(=O)CSc2nc3[nH]c(=O)cc(O)c3s2)c1,2,-3,1.4,0.7,4,-3,-4,44,1.2,-0.1
CC(=O)Nc1ccc(SC[C@H](CC(C)C)N2CCN(CCc3ccccc3)CCC2=O)cc1,6,3,1.0,1.3,0,-2,-9,-10,1.7,-0.5
O=C1CCCN1CCCNC(=S)Nc1ccc(Cl)cc1Cl,-2,-4,0.3,-2.1,2,0,-13,8,-1.7,-0.2
O=C(Nc1cnc2ccccn2c1=O)c1ccc(Cl)cc1,2,-8,3.5,3.3,0,·,-7,21,1.3,-1.4
O=C(c1cc(-c2ccc(F)cc2)on1)N1CCCC1,3,2,2.4,2.5,-1,·,-12,28,2.0,-0.4
Cc1c(S(=O)(=O)NC(C)c2ccccc2)c(=O)n(C)c(=O)n1C (stereo not drawn),5,-9,1.1,1.3,1,-3,-10,-7,1.6,-1.5
Cc1ccc(SCCNS(C)(=O)=O)cc1,-4,-5,1.1,0.9,0,-5,10,0,2.9,-0.1
COc1ccc(N2CCN(Cc3cc(=O)oc4ccc5ccccc5c34)CC2)cc1,4,4,1.9,-0.1,-3,·,-8,-16,-3.1,·
COc1ccc(OC)c(CC(=O)Nc2cc(S(=O)(=O)N3CCCCC3)ccc2C)c1,5,1,0.1,0.8,-3,1,3,14,0.7,-1.7
Cc1ccc(C)c(S(=O)(=O)N2CCN(C(=O)c3ccc(N4CCCC4)c([N+](=O)[O-])c3)CC2)c1,6,-7,3.5,-3.2,7,-1,-12,-41,-1.5,-0.2
NC(=O)c1c(NC(=O)CN2CCN(S(=O)(=O)c3ccccc3)CC2)sc2c1CCC2,0,-1,1.0,0.9,-2,-3,-4,·,1.1,-3.1
O=C(c1cc2ccccc2o1)N1CCN(Cc2ccccc2)CC1,1,-2,4.0,1.4,-3,-3,-16,6,2.7,-0.8
COc1ccc(CCN2C(=O)CC(Sc3ncccc3C(=O)O)C2=O)cc1OC (stereo not drawn),5,18,0.1,-0.5,2,·,-13,6,-0.8,-1.6
CCN(C[C@H]1N[C@@](CC)(C(=O)OC)[C@H]2C(=O)N(Cc3ccccc3)C(=O)[C@@H]12)S(=O)(=O)c1ccc(C(F)(F)F)cc1,-6,3,-1.4,5.4,-7,-5,4,-2,1.4,-0.3
COc1ccc(Cl)cc1NC(=S)NCCO,-2,-5,4.5,0.9,1,-2,-6,-5,-1.0,-0.6
COC(=O)c1ccc2c(=O)n(-c3ccc(OC)cc3)c(=S)[nH]c2c1,9,-7,1.5,2.8,1,5,-15,8,0.4,-1.4
O=C(O)C1CCC(=O)N(C2CCCCC2)C1c1ccccc1Cl (stereo not drawn),0,0,0.2,-0.4,-3,-1,0,-12,0.5,-0.4
CCOC(=O)CSc1nnc2n(Cc3ccccc3)c(=O)c3c4c(sc3n12)CCC4,10,8,0.0,·,2,·,4,4,·,-0.8
CCOc1ccc(S(=O)(=O)Nc2cccc(Cl)c2)cc1,3,5,2.2,1.9,-2,5,-9,-1,-0.5,-1.2
c1ccc(C2=NNC(c3ccco3)=Nc3ccccc32)cc1,-11,-4,2.4,7.4,1,0,1,-3,2.1,-0.4

# Complete entries from above. Order of values: Rtt109 Vps75	Tat export inh	phage Ecoli inh	AddAB inh	DAGLB inh	Wnt act	PvdQ inh	PfHsp90 set2	E coli growth	CAL PDZ FP
# Shown for `COc1ccc(Cl)cc1NC(=S)NCCO` = -2	-5	4.5	0.9	1	-2	-6	-5	-1.0	-0.6
# Shown for `COc1ccc(N2CCN(Cc3cc(=O)oc4ccc5ccccc5c34)CC2)cc1` = 4	4	1.9	-0.1	-3	·	-8	-16	-3.1	·

# Shown with two lines to a compound: entries from further up.
# Second line of a record – Rtt109 Vps75 | Tat export inh | phage Ecoli inh | AddAB inh | DAGLB inh | Wnt act | PvdQ inh | PfHsp90 set2 | E coli growth | CAL PDZ FP
COc1ccc(OC)c(CC(=O)Nc2cc(S(=O)(=O)N3CCCCC3)ccc2C)c1
 : 5 | 1 | 0.1 | 0.8 | -3 | 1 | 3 | 14 | 0.7 | -1.7
Cc1ccc(C)c(S(=O)(=O)N2CCN(C(=O)c3ccc(N4CCCC4)c([N+](=O)[O-])c3)CC2)c1
 : 6 | -7 | 3.5 | -3.2 | 7 | -1 | -12 | -41 | -1.5 | -0.2
NC(=O)c1c(NC(=O)CN2CCN(S(=O)(=O)c3ccccc3)CC2)sc2c1CCC2
 : 0 | -1 | 1.0 | 0.9 | -2 | -3 | -4 | · | 1.1 | -3.1
O=C(c1cc2ccccc2o1)N1CCN(Cc2ccccc2)CC1
 : 1 | -2 | 4.0 | 1.4 | -3 | -3 | -16 | 6 | 2.7 | -0.8
COc1ccc(CCN2C(=O)CC(Sc3ncccc3C(=O)O)C2=O)cc1OC (stereo not drawn)
 : 5 | 18 | 0.1 | -0.5 | 2 | · | -13 | 6 | -0.8 | -1.6
CCN(C[C@H]1N[C@@](CC)(C(=O)OC)[C@H]2C(=O)N(Cc3ccccc3)C(=O)[C@@H]12)S(=O)(=O)c1ccc(C(F)(F)F)cc1
 : -6 | 3 | -1.4 | 5.4 | -7 | -5 | 4 | -2 | 1.4 | -0.3
COc1ccc(Cl)cc1NC(=S)NCCO
 : -2 | -5 | 4.5 | 0.9 | 1 | -2 | -6 | -5 | -1.0 | -0.6

# The list goes on:
SMILES,Rtt109 Vps75,Tat export inh,phage Ecoli inh,AddAB inh,DAGLB inh,Wnt act,PvdQ inh,PfHsp90 set2,E coli growth,CAL PDZ FP
CC(NC(=O)c1ccnc(C(C)(C)C)c1)c1ccccc1 (stereo not drawn),0,-1,3.4,2.8,-2,·,8,·,-0.4,-1.8
CCN(C(=O)COC(=O)COc1ccc2c(c1)CCC2)c1c(N)n(Cc2ccccc2)c(=O)[nH]c1=O,0,8,3.1,·,-1,-3,1,13,·,-2.5
O=C(NCc1ccccn1)C1CC(c2ccc(F)cc2)=NO1 (stereo not drawn),-8,-5,2.6,2.8,-2,·,-8,65,2.2,0.2
CC(OC(=O)Cc1ccc(Cl)cc1)C(=O)NC1CCCCC1C (stereo not drawn),17,-21,-1.2,·,-4,0,6,-5,·,-2.1
CC(OC(=O)CCN1C(=O)C2CC=CCC2C1=O)C(=O)Nc1cccc(Cl)c1 (stereo not drawn),-4,-1,2.6,1.7,-2,-3,1,·,1.0,-1.8
CCCN(CC(=O)Nc1ccccc1OC)C(=O)c1ccccn1,-8,-11,0.8,0.8,1,-7,-11,7,-0.7,-0.3

# Screening results deposited in PubChem by several laboratories.
